Anthrax LF inh2 = blocks Bacillus anthracis lethal factor protease. P15917. multiplex microsphere protease cleavage assay, LF. inhibition, % at 10 µM. actives 0.12% (n = 360,000). AID 588501; note: plate controls were buffer without enzyme for full effect and enzyme alone for no effect
TcdB inh = blocks C. difficile toxin B glycohydrolase activity. AID 652162. TcdB glycohydrolase enzymatic assay, plate reader. actives 0.24% (n = 350,000). inhibition, % at 9.99 µM; in the data active = inhibition above about 10%
Target sequence (P18177 whole entry, looked up): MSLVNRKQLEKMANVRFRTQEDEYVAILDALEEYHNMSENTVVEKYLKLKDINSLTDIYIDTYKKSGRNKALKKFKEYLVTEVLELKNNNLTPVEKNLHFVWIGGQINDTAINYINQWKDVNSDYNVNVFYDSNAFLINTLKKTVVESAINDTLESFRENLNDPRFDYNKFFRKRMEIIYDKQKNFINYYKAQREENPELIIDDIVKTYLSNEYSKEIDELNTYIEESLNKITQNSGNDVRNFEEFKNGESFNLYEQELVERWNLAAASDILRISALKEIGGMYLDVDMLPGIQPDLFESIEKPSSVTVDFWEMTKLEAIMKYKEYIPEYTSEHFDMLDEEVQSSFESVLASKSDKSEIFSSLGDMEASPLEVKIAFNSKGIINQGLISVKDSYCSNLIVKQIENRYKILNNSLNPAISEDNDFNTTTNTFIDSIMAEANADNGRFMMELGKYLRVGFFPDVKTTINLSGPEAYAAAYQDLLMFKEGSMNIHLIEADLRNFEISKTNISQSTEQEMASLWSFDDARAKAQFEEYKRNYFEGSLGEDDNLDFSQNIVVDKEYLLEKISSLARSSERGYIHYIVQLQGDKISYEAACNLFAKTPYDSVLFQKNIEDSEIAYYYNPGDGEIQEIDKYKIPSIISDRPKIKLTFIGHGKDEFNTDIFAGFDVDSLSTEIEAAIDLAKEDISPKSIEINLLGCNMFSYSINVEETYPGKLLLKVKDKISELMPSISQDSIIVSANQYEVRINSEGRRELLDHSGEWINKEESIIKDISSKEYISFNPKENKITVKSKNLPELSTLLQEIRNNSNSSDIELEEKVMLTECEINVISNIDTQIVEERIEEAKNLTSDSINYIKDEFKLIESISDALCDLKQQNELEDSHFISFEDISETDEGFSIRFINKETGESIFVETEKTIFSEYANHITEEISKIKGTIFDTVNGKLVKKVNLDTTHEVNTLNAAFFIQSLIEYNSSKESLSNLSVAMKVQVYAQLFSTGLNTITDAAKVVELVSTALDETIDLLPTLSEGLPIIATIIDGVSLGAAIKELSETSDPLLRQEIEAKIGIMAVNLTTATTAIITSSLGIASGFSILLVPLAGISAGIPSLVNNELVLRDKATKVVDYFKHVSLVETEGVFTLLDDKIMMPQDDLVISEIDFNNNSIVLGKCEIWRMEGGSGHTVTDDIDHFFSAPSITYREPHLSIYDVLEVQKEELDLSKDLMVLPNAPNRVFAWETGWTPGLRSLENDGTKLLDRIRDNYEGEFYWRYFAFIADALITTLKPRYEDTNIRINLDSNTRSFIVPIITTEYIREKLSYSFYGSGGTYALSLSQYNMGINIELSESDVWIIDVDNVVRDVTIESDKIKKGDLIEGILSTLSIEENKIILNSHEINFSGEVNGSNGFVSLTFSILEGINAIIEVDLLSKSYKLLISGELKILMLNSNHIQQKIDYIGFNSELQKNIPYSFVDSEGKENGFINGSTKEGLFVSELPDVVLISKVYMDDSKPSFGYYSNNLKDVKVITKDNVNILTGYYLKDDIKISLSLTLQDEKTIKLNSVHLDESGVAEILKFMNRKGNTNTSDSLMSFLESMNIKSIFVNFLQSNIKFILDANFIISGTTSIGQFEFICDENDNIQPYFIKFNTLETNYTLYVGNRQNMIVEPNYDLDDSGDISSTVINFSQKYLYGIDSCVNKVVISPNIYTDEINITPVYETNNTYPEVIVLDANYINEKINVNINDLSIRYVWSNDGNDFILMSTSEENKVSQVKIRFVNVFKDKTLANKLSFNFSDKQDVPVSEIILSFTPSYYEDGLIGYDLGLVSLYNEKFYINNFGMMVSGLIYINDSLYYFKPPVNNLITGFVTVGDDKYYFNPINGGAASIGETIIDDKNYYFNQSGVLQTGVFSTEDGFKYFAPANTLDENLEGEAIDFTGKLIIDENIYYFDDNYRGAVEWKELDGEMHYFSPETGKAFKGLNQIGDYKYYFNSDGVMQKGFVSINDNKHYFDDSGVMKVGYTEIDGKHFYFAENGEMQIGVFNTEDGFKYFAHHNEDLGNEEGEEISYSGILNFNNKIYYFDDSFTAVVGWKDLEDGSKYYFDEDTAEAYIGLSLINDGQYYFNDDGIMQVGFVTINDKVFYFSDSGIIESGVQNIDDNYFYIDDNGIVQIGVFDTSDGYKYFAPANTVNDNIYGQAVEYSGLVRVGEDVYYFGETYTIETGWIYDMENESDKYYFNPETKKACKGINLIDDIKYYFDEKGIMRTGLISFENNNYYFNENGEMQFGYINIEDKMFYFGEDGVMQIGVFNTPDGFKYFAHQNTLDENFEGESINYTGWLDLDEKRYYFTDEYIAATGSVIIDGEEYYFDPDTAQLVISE
BoNT F protease = blocks Botulinum neurotoxin F light chain protease; Multiplex microsphere protease cleavage assay, flow cytometry; inhibition, % at 10 µM; actives 0.22% (n = 360,000); AID 588497; in the data active = inhibition above about 35%, passing the limit was not always enough; inconclusive = no clear call, values can overlap the other calls; note: plate controls were buffer without enzyme for full effect and enzyme alone for no effect
BoNT-A LC inh2 = BoNT A light chain protease inhibition | multiplex microsphere protease substrate cleavage, flow cytometry | inhibition, % at 10 µM | actives 0.17% (n = 360,000); note: plate controls were buffer without enzyme for full effect and enzyme alone for no effect
CCHF vOTU inh = blocks the CCHF virus ovarian tumor domain protease | CCHFV vOTU protease, Pep-AMC fluorescence | inhibition, % at 11.5 µM | actives 0.55% (n = 370,000) | AID 651958; in the data active = inhibition above about 30%; note: 0% = vehicle wells with enzyme and 100% = no enzyme wells
PfHsp40 rescue = rescue of PfHsp40-mediated yeast toxicity | S. cerevisiae expressing PfHsp40, growth rescue, ATP luminescence | growth rescue, % at 12.5 µM | actives 0.68% (n = 340,000) | AID 504582; in the data active = growth rescue above about 28%, passing the limit was not always enough; inconclusive = no clear call, values can overlap the other calls;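 note: yeast W303a lacking pdr1 and pdr3 grown in galactose medium; growth measured after three days at 30 °C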
Y pestis TopoI = Y. pestis Topo-I inhibition via cleavage products | Y. pestis Topo-I cleavage product accumulation, plate reader | activity, % at 10 µM | actives 0.064% (n = 360,000) | AID 504884; in the data active = activity above about 50%, passing the limit was not always enough; inconclusive = no clear call, values can overlap the other calls; note: inactives centre near 2
PrPC TRFRET = cell surface PrPC inhibition, primary TR-FRET screen; TR-FRET read-out; inhibition, % at 13.8 µM; actives 0.43% (n = 370,000); in the data active = inhibition above about 24%; note: 0% = median of the test wells and 100% = reference compound wells
FadD28 FP inh = inhibitors of Mycobacterium tuberculosis FadD28 bisubstrate binding. FadD28 bisubstrate probe binding, fluorescence polarization. inhibition, % at 12.5 µM. actives 0.22% (n = 360,000). AID 588549; in the data active = inhibition above about 8.5%, passing the limit was not always enough; inconclusive = no clear call, values can overlap the other calls
The depositor's hits bear a star; ? = inconclusive; . = not tested or not shown. Cut-off read from the data, not from the text of the source, unless noted: active = inhibition above about 30%; inconclusive = no clear call, values can overlap the other calls; inactive = below that.

Fields: Anthrax LF inh2, TcdB inh, BoNT F protease, BoNT-A LC inh2, CCHF vOTU inh, PfHsp40 rescue, Y pestis TopoI, PrPC TRFRET, FadD28 FP inh
CCC(=O)Nc1sc2c(c1C#N)CC(C)(C)NC2(C)C
  -1, ., 16, 0.7, 0, -0.2, -2, -6, -0.4
Cc1cc(=O)n2nc(N3CCC(C(=O)NCCc4ccc(Cl)cc4)CC3)sc2n1
  5, 1.1, -2, 2.3, 9, -0.9, 27, 3, -7.0
O=C(O)c1cccc(Nc2nc3ccccc3nc2NS(=O)(=O)c2cccs2)c1
  -3, 4.0, -3, 1.0, 0, -0.2, -11, 4, 2.2
COC(=O)c1sccc1S(=O)(=O)NC(C)c1cnn(-c2ccc(OC)cc2)c1C (stereo not given)
  1, 1.8, -12, -1.2, 18, 0.9, 19, 6, -1.2
S=C(NCCc1ccccn1)NC1CCCCC1
  -1, ., 1, -0.5, 4, 0.6, 9, -5, -3.0
CCCC(c1nnnn1C(C)(C)CC)N(CCCO)Cc1cc2cc(C)cc(C)c2[nH]c1=O (stereo not given)
  3, ., 20, 1.4, 11, -0.6, 11, 5, -2.1
O=C(NCCc1ccccc1)C(=S)N1CCCCC1
  -3, -1.0, 0, -0.7, -19, -0.4, -2, 0, -0.1
CC1CCc2sc(C(=O)NC3CCCCC3)cc2C1 (stereo not given)
  3, 2.6, -8, -0.3, -1, 0.5, -1, -1, 0.5
Cc1cc(OCC(=O)NCCO)cc(C)c1Cl
  1, ., ?, 0.3, 10, -0.1, -3, -2, -3.2
CCS(=O)(=O)CCSC(=N)N
  -2, 0.9, -19, -2.2, -5, 0.2, 4, -2, -1.2
Cc1ccc(C(=O)C(C)OC(=O)Cn2[nH]c(=O)c3ccccc3c2=O)cc1C (stereo not given)
  -3, 0.9, -22, -7.4, -2, -0.4, 33, -4, -1.0
Cc1n[nH]c(=O)c2c(NC(=O)CSc3nc4ccccc4c(=O)n3C(C)C)oc(C)c12
  0, 2.0, -2, 1.0, -2, -0.4, -1, 1, 0.1
Cc1noc(/C=C/N(C)C)c1S(=O)(=O)N1CCCC(C(=O)Nc2ccccc2F)C1 (stereo not given)
  2, 0.4, 4, 0.6, 23, 0.0, -3, -7, -1.4
CCC/C=N/NC(=O)c1cccc(Br)c1
  -4, -2.5, -6, 0.7, -11, -0.4, 5, -4, -2.0
O=C(CCc1nnc(CCC2CCCCC2)o1)NCCc1cccnc1
  -1, 1.2, -4, -0.5, 5, -2.3, -3, -12, -2.3
CCCN1Cc2cccc(C(=O)NCc3ccc(C)cc3)c2C1=O
  -1, 0.5, 1, 0.2, 2, 0.1, 7, 5, -0.5
CCOC(=O)c1sc(NC(=S)NC(=O)C23CC4CC(CC(C4)C2)C3)cc1C
  1, 0.4, 9, 0.2, -8, -0.5, -2, 5, -1.1
Cc1cc(C)c(C(=O)CN2CCOCC2)c(C)c1
  -3, ., -4, 0.3, 6, -1.3, -1, -3, -3.3
CC(C)Cc1nnc(NC(=O)c2cc(-c3ccccc3)nc3ccccc23)s1
  -1, ., -2, -0.9, 5, 1.5, 2, -4, 0.0
COc1ccc(C2c3[nH]c4ccccc4c3C[C@H]3C(=O)N(CC(C)C)CC(=O)N23)c(OC)c1 (stereo not given in full)
  6, 1.2, -3, 0.6, -1, 0.5, 8, -1, 2.1
NS(=O)(=O)c1ccc(CCNC(=O)CSc2nc3ccsc3c(=O)n2CC2CCC(C(=O)O)CC2)cc1 (stereo not given)
  6, 0.8, -5, -0.7, 5, 0.2, 0, 10, -4.3
CC(=O)Nc1ccc(C)c([N+](=O)[O-])c1
  0, 1.8, -7, -0.1, -20, -0.8, 7, -13, -2.2
O=C(CCn1cnc2ccccc21)N=Nc1c(O)[nH]c2ccccc12
  -3, 1.1, -7, -1.4, -2, -0.1, 4, -22, -3.9
O=C(N/N=C/c1ccncc1)/C(=C/c1ccccc1)NC(=O)c1ccccc1
  -1, 0.6, -13, -0.2, -1, 0.5, -3, -5, -3.3
COc1cccc(CN(C)C(=O)c2[nH]c(C)c(C(C)=O)c2C)c1OC
  -1, 2.2, 2, 0.7, 6, -0.1, 0, 5, .
CC(=O)C1CCC2C(CCC3=CC(=O)CCC32)C1 (stereo not given)
  -8, -1.1, -9, -0.8, -10, ., 3, 5, -1.9
O=S1(=O)CC(N2CCCCC2)C(N2CCCCC2)C1 (stereo not given)
  1, ., 6, -0.7, -1, -0.8, 20, 1, 0.9
CCN(CC)c1ccc(-n2c(O)c(C=C3N=c4ccccc4=N3)sc2=S)cc1
  8, ., 5, 11, -7, -0.1, -10, 2, -2.7
Cc1nc(-c2noc(-c3ccc(Cl)cc3)n2)c(C(F)(F)F)o1
  2, -2.2, 6, 0.2, 0, -1.1, 7, 4, -3.9
COc1ccc(CNS(=O)(=O)c2ccc3c(c2)CC(C)N3C(=O)C2CC2)cc1 (stereo not given)
  -1, -1.8, 1, 1.6, -1, 1.5, 9, 11, -1.7
O=C(NCc1nc2ccccc2[nH]1)c1cc2ccccc2oc1=O
  -2, ., 0, -0.7, 6, 0.6, -8, -2, 0.0
Fc1ccc(N2CCN(Cc3cnc(N4CCOCC4)s3)CC2)cc1
  -7, -0.7, -1, -0.3, -1, -1.4, 10, 5, 1.2
COc1ccc(OC)c(CCNC(=O)c2ccc3c(c2)N(Cc2ccc(F)cc2)CCS3)c1
  -2, ., 7, 0.4, ., 1.1, 34, ., -0.2
Cc1csc(=N)n1-c1ccc(Cl)cc1
  2, 1.1, -16, -0.8, 6, -3.2, -2, 3, -1.0
CCC(=O)Nc1ccc(C(=O)CSc2nnc(-c3ccc(NS(=O)(=O)CC)cc3)o2)cc1OC
  -3, 0.9, -4, -0.8, -7, 0.7, -7, -3, -0.2
CCNC(=O)C1(C)CCCCN1Cc1ccc(C#N)cc1 (stereo not given)
  -6, 1.3, -8, -0.3, 19, ., -4, -4, -2.1
O=C(CC1SC(N2CCCC2)=NC1=O)Nc1ccc(C(=O)NCCc2ccc(F)cc2)cc1 (stereo not given)
  -6, 2.0, -6, 1.8, 4, -0.8, -13, 1, -2.6
COc1cccc(C2CC(c3ccccc3Cl)n3nnnc3N2)c1 (stereo not given)
  -3, ., -3, 0.0, 17, -0.8, 15, 1, -8.0
Cc1ccc(/C=N/NC(=O)c2ccco2)s1
  -1, ., -4, -2.7, 16, 0.5, -5, 2, -4.2
Cc1ccc(S(=O)(=O)N2CCCCC2C)cc1[N+](=O)[O-] (stereo not given)
  -1, 0.6, 17, 2.0, 0, 0.0, 0, 7, -3.5

Some of the entries above, set out differently.
compound	Anthrax LF inh2	TcdB inh	BoNT F protease	BoNT-A LC inh2	CCHF vOTU inh	PfHsp40 rescue	Y pestis TopoI	PrPC TRFRET	FadD28 FP inh
O=C(NCc1nc2ccccc2[nH]1)c1cc2ccccc2oc1=O	-2	.	0	-0.7	6	0.6	-8	-2	0.0
Fc1ccc(N2CCN(Cc3cnc(N4CCOCC4)s3)CC2)cc1	-7	-0.7	-1	-0.3	-1	-1.4	10	5	1.2
COc1ccc(OC)c(CCNC(=O)c2ccc3c(c2)N(Cc2ccc(F)cc2)CCS3)c1	-2	.	7	0.4	.	1.1	34	.	-0.2
Cc1csc(=N)n1-c1ccc(Cl)cc1	2	1.1	-16	-0.8	6	-3.2	-2	3	-1.0
CCC(=O)Nc1ccc(C(=O)CSc2nnc(-c3ccc(NS(=O)(=O)CC)cc3)o2)cc1OC	-3	0.9	-4	-0.8	-7	0.7	-7	-3	-0.2
CCNC(=O)C1(C)CCCCN1Cc1ccc(C#N)cc1 (stereo not given)	-6	1.3	-8	-0.3	19	.	-4	-4	-2.1
O=C(CC1SC(N2CCCC2)=NC1=O)Nc1ccc(C(=O)NCCc2ccc(F)cc2)cc1 (stereo not given)	-6	2.0	-6	1.8	4	-0.8	-13	1	-2.6
COc1cccc(C2CC(c3ccccc3Cl)n3nnnc3N2)c1 (stereo not given)	-3	.	-3	0.0	17	-0.8	15	1	-8.0
Cc1ccc(/C=N/NC(=O)c2ccco2)s1	-1	.	-4	-2.7	16	0.5	-5	2	-4.2
Cc1ccc(S(=O)(=O)N2CCCCC2C)cc1[N+](=O)[O-] (stereo not given)	-1	0.6	17	2.0	0	0.0	0	7	-3.5

Further records follow.
Fields: Anthrax LF inh2, TcdB inh, BoNT F protease, BoNT-A LC inh2, CCHF vOTU inh, PfHsp40 rescue, Y pestis TopoI, PrPC TRFRET, FadD28 FP inh
CC(=O)NC(Cc1cccc(F)c1)C(=O)NC1CCN(C(=O)Nc2ccc(C)cc2)CC1 (stereo not given)
  1, 0.5, -1, -1.9, -7, 0.9, 2, -6, -0.6
Cn1c(=O)c2cc(S(=O)(=O)NC(Cc3ccccc3)C(=O)NCc3ccco3)ccc2n(C)c1=O (stereo not given)
  6, 0.6, -5, 0.4, 5, 0.1, -4, 1, 0.2
O=P(Nc1ccccc1)(Nc1ccccc1)Oc1ccccc1
  -2, 2.7, -1, 0.5, -7, 0.0, 3, 2, -2.9
Cc1ccc(CNC(=O)c2ccc(N3CCC4(CC3)CC(c3cccc(Br)c3)=NO4)c(NC(=O)c3c(Cl)cccc3Cl)c2)cc1
  -3, 1.2, -7, -0.2, -2, 0.2, 9, -13, -3.8
S=C(Nc1ccc(Cl)c(Cl)c1)N1CCN(c2ccccn2)CC1
  -12, -0.5, ?, 3.9, -8, 0.4, -2, -2, -1.5
COc1ccc(Cc2nc3ccccc3[nH]2)cc1OC
  3, 0.3, 1, 0.0, -13, 1.7, 2, 5, -1.1
O=C(CNC1CCN(Cc2ccccc2)CC1)Nc1ccc(S(=O)(=O)N2CCCCC2)cc1
  -7, 0.8, 23, 3.4, -5, 1.7, 6, -4, -3.0
CC1CCC[C@H](O)CCCCCc2cc(O)cc(O)c2C(=O)O1 (stereo not given in full)
  -8, 0.2, 6, 0.1, 3, 0.7, -3, 1, -18
Cc1ccc(SC(C)C(=O)Nc2ccc(S(=O)(=O)N3CCOCC3)cc2)cc1 (stereo not given)
  -5, ., -11, -1.4, 6, 0.4, 23, -2, -0.6
O=C1NCCCC1(c1ccccc1)c1ccccc1
  -9, 1.1, -6, -0.1, -24, ., 7, 2, -0.5
Cc1ccc2oc3c(c(=O)c2c1)C(c1cccc(O)c1)N(c1ccccn1)C3=O (stereo not given)
  -1, 1.1, -7, -0.1, 11, 0.2, -8, -9, -1.0
COc1cc(C2c3c(oc4ccccc4c3=O)C(=O)N2c2nccs2)ccc1O (stereo not given)
  1, 1.0, -4, -1.1, 20, 1.2, 11, -9, 2.1
O=C(Nc1ccc(F)cc1)c1ccc2nsnc2c1
  0, 1.4, -3, 0.8, -11, 1.6, 5, -44, -3.2
O=C(NC1CCCC1)C1c2ccccc2OCC(=O)N1CCc1c[nH]c2ccccc12 (stereo not given)
  -8, 2.3, -5, 0.2, -2, ., ., 10, .

Source: PubChem BioAssay (several laboratories)
